Screening data from PubChem BioAssay.
CBFb RUNX1 block: qHTS Assay for Compounds Blocking the Interaction Between CBF-beta and RUNX1 for the Treatment of Acute Myeloid Leukemia; Runt-related transcription factor 1 (Homo sapiens) + Core-binding factor subunit beta …; AlphaScreen CBFb-His/RUNX1-biotin binding, biochemical; Potency, µM (highest dose often 59.8 µM), for inactives: top-dose activity, negative = inhibition, actives largely listed as inhibitors; 230,000 tested, under 10 active; further: % of control where 0% means no effect
Target sequence (Q01196 whole entry, looked up): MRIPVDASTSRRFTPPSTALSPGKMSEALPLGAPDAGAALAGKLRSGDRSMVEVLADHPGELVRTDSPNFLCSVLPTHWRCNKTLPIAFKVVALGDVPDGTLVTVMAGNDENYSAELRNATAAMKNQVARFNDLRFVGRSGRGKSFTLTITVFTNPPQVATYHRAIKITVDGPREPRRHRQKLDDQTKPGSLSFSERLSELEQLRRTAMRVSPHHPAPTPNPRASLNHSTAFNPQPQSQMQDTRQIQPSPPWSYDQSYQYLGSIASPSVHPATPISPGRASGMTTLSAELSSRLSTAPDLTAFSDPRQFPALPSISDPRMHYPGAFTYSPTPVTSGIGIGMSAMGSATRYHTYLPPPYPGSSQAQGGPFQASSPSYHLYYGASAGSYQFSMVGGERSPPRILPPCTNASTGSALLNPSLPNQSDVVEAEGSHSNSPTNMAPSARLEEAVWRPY
Target sequence (Q13951 whole entry, looked up): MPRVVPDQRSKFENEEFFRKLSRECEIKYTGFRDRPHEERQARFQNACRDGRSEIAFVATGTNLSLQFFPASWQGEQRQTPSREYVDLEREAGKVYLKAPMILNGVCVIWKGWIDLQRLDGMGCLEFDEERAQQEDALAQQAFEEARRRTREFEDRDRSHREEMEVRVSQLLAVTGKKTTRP
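AlphaScreen proximity signal reports loss of binding between His-tagged CBF-beta and biotin-labelled RUNX1, each at 30 nM. Proteins are pre-associated for 20 minutes, compounds added for 15 minutes, then beads for 90 minutes, all at ambient temperature.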
HTT aggregate: qHTS Multiplex Assay to Identify Dual Action Probes in a Cell Model of Huntington: Aggregate Formation (GFP). AID 1688, 2009. Potency, µM (series often up to 46.1 µM), for the others: at the top dose activity change, negative = inhibition, actives largely listed as inhibitors. 1.1% of 220,000 active. PC12 HttQ103-GFP aggregates, Acumen cytometry, 40 h; further: potency means the concentration at half of the fitted maximal effect; on the % scale 0 is the no-effect control and ±100 the full control effect; nearly all actives have a fitted effect of over 60% in size
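Read-out: GFP aggregate count by laser scanning cytometer (488 nm excitation, 500-530 nm emission, 1–25 µm objects >6 SD above background). Cells: PC12, inducible HTTex1-Q103-GFP, 100 nM tebufenozide; compounds titrated.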
Luc counter: Counterscreen for Luciferase (Kinase-Glo TM) Inhibition; 0.28% of 200,000 active; Potency, µM (highest dose often 38.3 µM), inactives show top-dose activity change, negative = inhibition, actives largely listed as inhibitors; Kinase-Glo luciferase, ATP luminescence, 8 min; further: potency means the concentration at half of the fitted maximal effect; on the % scale 0 is the no-effect control and ±100 the full control effect; nearly all actives have a fitted effect of over 60% in size
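Luminescence was the read-out, taken after 8-minute incubation at ambient temperature. Luciferase turned over luciferin with 10 uM ATP in imidazole pH 7.2 buffer containing KCl, MgCl2, Tween 20 and BSA.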
Epigenetic derep: Quantitative High-Throughput Screen for Regulators of Epigenetic Control; murine LDR cells, GFP reporter derepression, 30 h; Potency, µM (series often up to 53.9 µM), inactives show at the highest dose GFP activation, usual class: activators; 0.2% of 280,000 active; AID 1865, 2009; further: potency means the concentration at half of the fitted maximal effect; % of control where 0% means no effect; nearly all actives have a fitted effect of over 60% in size
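Reporter derepression read as number of fluorescent GFP-positive objects, 20-120 um in size, counted by laser-scanning cytometer. Mouse LDR line with an epigenetically silenced CMV-GFP locus; compound incubation 30 h, 37 C.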
LMNA splice mod: qHTS Assay for Modulators of Lamin A Splicing. HeLa LMNA splicing GFP/RFP minigene ratio, 48 h. Potency, µM (series often up to 46.1 µM), without a hit: at the highest dose ratio change, negative = inhibition, most hits filed as inhibitors. 0.01% of 200,000 active; active means well fitted inhibition curve with a large enough effect in the signal ratio, with a control signal flat, not every such curve was filed as active; inconclusive means small, poorly fitted or top-dose-only effect, or effect the other way, or a change in a side signal; the % refers to the signal ratio; further: potency means the concentration at half of the fitted maximal effect; on the % scale 0 is the no-effect control and ±100 the full control effect
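Read-out is the ratio of GFP to DsRed2 object intensity, acquired by 488 nm laser-scanning cytometry on HeLa lamin A-EGFP minigene reporter cells. Compound incubation 48 hrs at 37 °C in Opti-MEM with 2% FBS; DMSO 0.5% final.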
IMPase Li cell: qHTS Assay for Identifying the Cell-Membrane Permeable IMPase Inhibitors: Potentiation with Lithium; CHO-M1 cells, IP1 TR-FRET (IP-One), carbachol + lithium; Potency, µM (top dose mostly 59.4 µM), for the others: at the top dose activity, negative = IMPase inhibition, usual class: inhibitors; 0.35% of 210,000 active;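 further: IP1 builds up when IMPase is blocked and the TR-FRET signal falls; potency means the concentration at half of the fitted maximal effect; plate controls were basal vehicle for no effect and high inhibitor control for full effect; nearly all actives have a fitted effect of over 50% in size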
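Lithium-sensitised IP1 accumulation assay; M1-expressing CHO cells treated 30 min at 37C with compound. Competitive antibody detection by time-resolved FRET followed a 10 min room-temperature lysis step.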
NPSR antag: qHTS Assay for Antagonists of the Neuropeptide S Receptor: cAMP Signal Transduction | Potency, µM (top dose mostly 38.3 µM), for the others: at the highest dose activity change, negative = inhibition, hits mostly inhibitors | Q6W5P4 | 1% of 220,000 active | CHO-NPSR cells, cAMP TR-FRET, antagonist mode; further: potency means the concentration at half of the fitted maximal effect; on the % scale 0 is the no-effect control and ±100 the full control effect; nearly all actives have a fitted effect of over 50% in size; many of its hits are not listed in these tables
Target sequence (Q6W5P4 whole entry, looked up): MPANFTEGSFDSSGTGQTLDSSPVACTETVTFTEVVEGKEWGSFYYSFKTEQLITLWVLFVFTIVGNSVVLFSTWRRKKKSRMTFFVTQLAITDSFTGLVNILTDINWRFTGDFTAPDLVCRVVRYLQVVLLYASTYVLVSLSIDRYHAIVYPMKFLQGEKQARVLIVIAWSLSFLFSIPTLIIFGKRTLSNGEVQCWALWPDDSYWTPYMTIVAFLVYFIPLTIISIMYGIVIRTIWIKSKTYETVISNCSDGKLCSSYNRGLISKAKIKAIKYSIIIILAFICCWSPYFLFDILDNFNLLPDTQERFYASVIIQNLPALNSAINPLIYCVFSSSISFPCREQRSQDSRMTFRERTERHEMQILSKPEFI
An asterisk follows results filed as active; ? = inconclusive; . = no result given; [ ] = another dose, or the depositor's remark. Unless noted, the call rests on the fitted dose curve; in most records, active means well fitted curve in the direction sought with a large enough effect; inconclusive means small, poorly fitted or top-dose-only effect, or another doubt; inactive means no such curve, though single readings can be large; an effect the other way counts as inactive or inconclusive. Not all compounds are listed, so the mix of outcomes need not match the whole.

compound | CBFb RUNX1 block | HTT aggregate | Luc counter | Epigenetic derep | LMNA splice mod | IMPase Li cell | NPSR antag
Cc1cc(C(=O)NCC(=O)OC(C(=O)Nc2cc(C(F)(F)F)ccc2Cl)c2ccccc2)ccc1[N+](=O)[O-] (configuration not stated) | -2% | -4%[9.22 µM] | 5% | 1.8% | 3% | 13%[38.3 µM] | -20%[46.1 µM]
CCOC(=O)c1ccc(NS(=O)(=O)c2ccc(SC)cc2)cc1 | 3% | -5% | 1% | -1.1% | ? | 28%[38.3 µM] | ?
O=C(Cn1cc(C(=O)c2ccco2)c2ccccc21)Nc1ccccc1F | 14% | 24%[9.22 µM] | -4% | 1.1% | 4%[46 µM] | 6% | 45%
CC(=O)c1cccc(NC(=O)NC(C)c2ccncc2)c1 (configuration not stated) | 1% | 15% | -2% | -1.5% | -2% | 4%[38.3 µM] | -19%[46.1 µM]
Cc1cc(C)cc(NC(=O)N(C)Cc2ccccc2)c1 | 6% | 2%[9.22 µM] | . | -3.8% | . | . | -5%
CC(C)Cc1csc(NC(=O)c2ccccc2Cl)c1C(=O)O | 2% | 2% | 3% | 1.0% | ? | -10% | -10%
C=C1CCN([C@H](C(=O)NCc2ccc(Cl)cc2)C(C)C)S(=O)(=O)c2ccccc21 | 7% | 4%[9.22 µM] | . | 6.5% | . | . | 3%
CCCN1CCC(=NNC(=O)CSc2cc(C)c(Br)cc2C)CC1 | 2% | 29% | 0% | 7.4% | 3% | -14% | 11%
COc1cccc(-c2csc3nc[nH]c(=O)c23)c1 | 9% | -1% | 1% | -0.2% | 11% | 18%[38.3 µM] | -19%[46.1 µM]
CN1CCN(C(=O)CSc2cc(=O)n(C)c3ccccc23)CC1 | 11% | 14% | . | 3.9% | . | -8% | -11%
Cc1ccc(-n2c(SCC(=O)NCc3ccco3)nc3sc4c(c3c2=O)CC(C)(C)SC4)cc1 | -3% | ? | -4% | 2.8% | 20% | -29%[38.3 µM] | 16%[46.1 µM]
COc1ccc(Cl)c(Cn2c(NCCCN(C)C)nc3c2c(=O)n(C)c(=O)n3C)c1 | 4% | 6% | 0% | 0.0% | -6% | 3%[38.3 µM] | 0%[46.1 µM]
CC(C)(C)NC(=O)C1CCN(c2ccc(S(=O)(=O)N3CCOCC3)cc2Cl)CC1 | 2% | -8%[9.22 µM] | 1% | 0.3% | 17%[46 µM] | -5% | -10%
O=C(CS(=O)(=O)c1ccccc1)Nc1ccc(Br)cn1 | 3% | -18% | -3% | -0.9% | ? | 5% | 2%
O=C(OCC(=O)N1CCN(C(=O)c2ccco2)CC1)c1ccccc1Cc1ccccc1 | 3% | 25% | 0% | -0.6% | 6% | -5%[38.3 µM] | -17%[46.1 µM]
O=C(N/N=C/c1ccco1)C12CC3CC(CC(C3)C1)C2 | -2% | -18% | . | 4.3% | . | -4% | 1%
NC(=O)c1ccc(NC(=O)CSc2nnc(-c3ccccn3)n2N)cc1 | . | -14% | 1% | 2.0% | . | -8% | -1%
CC(C)c1ccc(S(=O)(=O)N2CCN(C(=O)c3cccc(F)c3)CC2)cc1 | 7% | -31% | 2% | -1.1% | -23% | 15%[38.3 µM] | 5%[46.1 µM]
CS(=O)(=O)c1ccc(C(=O)NCc2ccc(F)cc2)cc1 | 4% | -24% | 0% | 0.2% | 15%[46 µM] | 3% | -1%
Cc1cc(C)nc(-n2ncc3c2CC(c2ccccc2)CC3=O)n1 (configuration not stated) | 6% | -1% | -2% | 0.0% | -10% | -2% | 0%
O=S(=O)(/C=C/c1ccccc1)NCc1ccccc1Cl | -4% | 14% | -4% | 0.0% | -3% | -2% | 4%
CCOC(=O)c1ccc(N2C(=O)C3C(/C=C/c4ccccc4)OC4(C(=O)c5ccccc5C4=O)C3C2=O)cc1 (configuration not stated) | 3% | -5% | -2% | -1.9% | ? | -1% | -1%
COc1ccc(CNC(=O)Nc2cc(C)ccc2C)cc1 | 12% | -9% | . | -2.9% | . | . | 4%
COCC(=O)Nc1nc2ccc(S(C)(=O)=O)cc2s1 | 5% | 1% | -4% | 0.7% | 10% | 6%[38.3 µM] | -8%[46.1 µM]
N/C(CSc1ccc(Cl)cc1)=N\S(=O)(=O)c1ccc(Cl)cc1 | 0% | 1%[9.22 µM] | . | 3.3% | ? | . | 15%
COc1ccc(Cl)cc1NC(=O)C(=O)N/N=C/c1cc(C)n(-c2ccc(C)cc2)c1C | -3% | -14% | -4% | 0.0% | 0% | 27%[38.3 µM] | 15%[46.1 µM]
CCOC(=O)N1CCN(CCC(=O)Nc2ccc(OC)cc2)CC1 | 3% | -3% | 3% | 0.0% | -3% | 18%[38.3 µM] | -4%[46.1 µM]
CCC(C)n1c(=N)c(C#N)cc2c(=O)n3cc(C)ccc3nc21 (configuration not stated) | -13% | 3%[9.22 µM] | -2% | 0.1% | . | 9% | 16%
C(=N\Nc1nc(-c2ccccn2)nc2ccccc12)/c1ccccc1 | -10% | ? | . | 10µM* | . | . | ?
O=C(COC(=O)CCc1ccccc1)Nc1cc(S(=O)(=O)N2CCOCC2)ccc1N1CCCC1 | 1% | -1% | -1% | -1.6% | -11%[46 µM] | 2% | 3%
CCOC(=O)CCc1nc2ccccc2[nH]1 | 9% | 6% | -4% | 0.8% | -1% | -1%[38.3 µM] | 9%[46.1 µM]
Cc1cc2cc(C)c(NCCNC(=O)c3cccc(F)c3)nc2cc1C | -4% | . | -3% | 2.2% | -17%[46 µM] | 1% | -11%
COc1cc(/C=N/OCC(=O)Nc2cc(C)cc(C)c2)ccc1OCc1ccc(Cl)cc1 | ? | 7% | -1% | -1.3% | -22% | -2% | -4%
Cc1cccc(Cn2c(C)nc3c(N)c(C)c(C)cc32)c1 | -25% | -12% | -4% | -0.5% | 4%[46 µM] | 3% | -11%
Nc1[nH]nc2ncc3cc4ccccc4nc3c12 | -1% | 4%[9.22 µM] | 1% | -5.4% | . | 2% | 2%
CCc1cc(C(=O)O)c(NC(=O)C(c2ccccc2)c2ccccc2)s1 | -7% | -23% | -2% | -1.0% | -11% | 20%[38.3 µM] | -4%[46.1 µM]
Cc1nn(Cc2ccccc2Cl)c(C)c1NC(=O)CCCn1nc([N+](=O)[O-])c(Cl)c1C | 4% | -19% | 10% | -1.1% | -14% | 9% | -5%
O=C(NCCc1c[nH]c2ccccc12)C(=O)NCC1CCCO1 (configuration not stated) | 8% | 4%[9.22 µM] | 1% | -5.5% | 9%[46 µM] | 0% | 13%
CSc1nc(N)nc(SCC(=O)Nc2ccc(Cl)cc2)c1C#N | 0% | 8% | -3% | 2.1% | -16% | 23%[38.3 µM] | ?
CCc1ccc(NC(=O)C(C)n2nc(C)c([N+](=O)[O-])c2C)cc1 (configuration not stated) | -2% | -8% | 5% | 2.9% | -12%[46 µM] | 13% | 5%

Limited to HTT aggregate, IMPase Li cell and CBFb RUNX1 block, for some of the entries so far:
SMILES,HTT aggregate,IMPase Li cell,CBFb RUNX1 block
Cc1nn(Cc2ccccc2Cl)c(C)c1NC(=O)CCCn1nc([N+](=O)[O-])c(Cl)c1C,-19%,9%,4%
O=C(NCCc1c[nH]c2ccccc12)C(=O)NCC1CCCO1 (configuration not stated),4%[9.22 µM],0%,8%

Next entries.
compound | CBFb RUNX1 block | HTT aggregate | Luc counter | Epigenetic derep | LMNA splice mod | IMPase Li cell | NPSR antag
O=C1C(=O)N(Cc2cccnc2)C(c2ccccn2)/C1=C(/O)c1ccccc1 (configuration not stated) | 2% | 19% | -1% | -1.2% | 6% | -4%[38.3 µM] | -5%[46.1 µM]
O=C(COc1ccc([N+](=O)[O-])cc1)N/N=C/c1cc([N+](=O)[O-])ccc1N1CCOCC1 | -9% | 6% | 3% | -1.0% | ? | 11% | 0%
CON/C=C(\C=Nc1ccccc1)c1ncc(C(F)(F)F)cc1Cl | -15% | 3% | -2% | 0.0% | -7% | 1%[38.3 µM] | -5%[46.1 µM]
COc1ccccc1CNC(=O)CN1C(=O)C(C)N(c2ccc(C)cc2)C1=O (configuration not stated) | 2% | 11% | -3% | -2.5% | ? | -1%[38.3 µM] | 3%[46.1 µM]
CC(C)(C)n1nnnc1C(c1cccc(C#N)c1)N1CCCc2ccccc21 (configuration not stated) | 5% | 2% | 0% | 0.8% | ? | 6%[38.3 µM] | ?
C=CCN(c1ccccc1)S(=O)(=O)c1cccc(C(=O)Oc2ccc3c(C)cc(=O)oc3c2)c1 | 3% | -15% | -3% | 1.0% | -3% | -13% | -1%
Cc1cc(NC(=O)C2CCCCC2)ncc1NC(=O)c1ccccn1 | 0% | 5%[9.22 µM] | 2% | 1.6% | ? | 6% | -9%
CCOC(=O)N1CCN(c2cc(N3CCN(CC)CC3)c(F)cc2[N+](=O)[O-])CC1C (configuration not stated) | -4% | -8% | -3% | -2.0% | 8% | 32%[activator][38.3 µM] | -15%[46.1 µM]
Cn1c(=O)c2c(-c3ccccc3)n(Cc3ccccn3)cc2n(C)c1=O | -4% | -2% | -6% | -1.0% | 4% | 25%[38.3 µM] | 2%[46.1 µM]
c1ccc(-c2ccc(C3=Nn4c(nnc4-c4cc(-c5ccccc5)n[nH]4)SC3)cc2)cc1 | -7% | 22% | -6% | 16% | ? | -6%[38.3 µM] | -17%[46.1 µM]
N#Cc1ccccc1CSc1nc(N2CCCCC2)nc(N2CCCCC2)n1 | 5% | 4% | -4% | 0.0% | 17% | 32%[38.3 µM] | ?
CCC(C)(C)NC(=O)C(c1ccccc1F)N(C(=O)c1ccn[nH]1)c1ccccc1 (configuration not stated) | -3% | 9% | 4% | 0.0% | -6% | 7% | 9%[46.1 µM]
Cc1noc(C)c1COc1cccc(C(=O)N2CCc3ccccc32)c1 | 11% | -12% | 0% | -0.1% | 0%[9.22 µM] | 15% | -7%

A different layout for some results above.
Results follow in this order: CBFb RUNX1 block | HTT aggregate | Luc counter | Epigenetic derep | LMNA splice mod | IMPase Li cell | NPSR antag
> c1ccc(-c2ccc(C3=Nn4c(nnc4-c4cc(-c5ccccc5)n[nH]4)SC3)cc2)cc1
→ -7% | 22% | -6% | 16% | ? | -6%[38.3 µM] | -17%[46.1 µM]
> N#Cc1ccccc1CSc1nc(N2CCCCC2)nc(N2CCCCC2)n1
→ 5% | 4% | -4% | 0.0% | 17% | 32%[38.3 µM] | ?
